# Source: PubChem BioAssay
# LmPK inhibitor: qHTS Assay for Inhibitors of Leishmania Mexicana Pyruvate Kinase (LmPK); purified LmPK, Kinase-Glo ATP luminescence, 1 h; AID 1721, 2009; Potency, µM (series often up to 57.5 µM), for the others: at the top dose activity change, negative = inhibition, hits mostly inhibitors; Q27686; actives 0.37% (n = 290,000)
# Target sequence (Q27686 whole entry, looked up): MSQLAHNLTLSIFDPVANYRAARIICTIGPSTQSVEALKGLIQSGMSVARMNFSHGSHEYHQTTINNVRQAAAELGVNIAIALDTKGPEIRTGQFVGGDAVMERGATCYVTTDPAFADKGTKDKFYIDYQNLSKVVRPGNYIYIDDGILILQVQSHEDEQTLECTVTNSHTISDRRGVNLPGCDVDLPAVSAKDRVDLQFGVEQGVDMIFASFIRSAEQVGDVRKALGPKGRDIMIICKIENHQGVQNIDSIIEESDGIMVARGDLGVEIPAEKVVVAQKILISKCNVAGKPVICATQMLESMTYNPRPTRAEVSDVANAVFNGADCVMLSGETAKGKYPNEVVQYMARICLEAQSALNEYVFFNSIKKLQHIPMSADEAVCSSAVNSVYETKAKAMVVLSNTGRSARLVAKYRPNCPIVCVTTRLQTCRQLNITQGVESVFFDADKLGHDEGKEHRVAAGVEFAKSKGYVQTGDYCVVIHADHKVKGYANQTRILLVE
#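 qHTS format; LmPK 0.1 nM; substrates PEP 0.5 mM and ADP 0.1 mM. One-hour room-temperature incubation, then coupled luciferase luminescence; 0.5 nM enzyme wells mark activation.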
# HCV inhibitor: qHTS Assay for Inhibitors of Hepatitis C Virus (HCV). Huh7.5.1 HCVcc-Cre infection, luciferase reporter, 44 h. Potency, µM (highest dose often 41.8 µM), without a hit: at the top dose activity change, negative = inhibition, hits mostly inhibitors. actives 3.4% (n = 340,000)
#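 After 44 h co-culture of compound, cells and HCVcc-Cre (~0.5 moi), substrate is added for 15 min at room temperature and luciferase measured over 15 sec. Cells were seeded at 1,000/well and pre-cultured 4 h.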
# Tb PYK inh: qHTS of Trypanosoma Brucei Inhibitors | Potency, µM (top dose mostly 76.8 µM), without a hit: at the top dose activity, negative = inhibition, usual class: inhibitors | pyruvate kinase (Trypanosoma brucei), Q57TT1 | actives 0.12% (n = 410,000) | AID 624173, 2012 | TbPYK enzyme, Kinase-Glo Plus ATP luminescence, 45 min; further: nearly all actives have a fitted effect of over 50% in size
#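 Activity of T. brucei pyruvate kinase was followed by Kinase-Glo Plus luminescence after the enzyme reacted 45 min at room temperature with 130 uM ADP (final) and substrate. Test compounds were added before ADP at multiple concentrations.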
# Sm TGR inh: qHTS Assay for the Inhibitors of Schistosoma Mansoni Peroxiredoxins. Schistosoma mansoni thioredoxin glutathione reductase (TGR), Q962Y6. purified TGR, DTNB reduction, TNB absorbance 405 nm. Potency, µM (top dose mostly 114 µM), without a hit: at the highest dose activity change, negative = inhibition, usual class: inhibitors. actives 3% (n = 360,000); further: nearly all actives have a fitted effect of over 60% in size
#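 TGR 20 nM + NADPH 100 uM (dispensed conc.), cpd preinc 15 min RT; start with NADPH (500 uM addition) then DTNB (15 mM addition). Kinetic TNB absorbance, 405 nm filter. Four-parameter Hill fit across titration.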
# Pf growth 96h: Primary qHTS for delayed death inhibitors of the malarial parasite plastid, 96 hour incubation; P. falciparum luciferase reporter growth, 96 h; actives 6.9% (n = 320,000); Potency, µM (highest dose often 28.7 µM), for inactives: at the highest dose activity change, negative = inhibition, most hits filed as inhibitors
#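 Readout is luminescence from an integrated firefly luciferase in P. falciparum. Red cells, 2% hematocrit and 0.05% parasitemia final, were cultured with compound through two parasite generations (96 hours) at 37 C, 5% CO2.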
# Pf growth 48h: Primary qHTS for delayed death inhibitors of the malarial parasite plastid, 48 hour incubation; P. falciparum luciferase growth in erythrocytes, 48 h; Potency, µM (top dose mostly 28.7 µM), for inactives: at the highest dose activity change, negative = inhibition, hits mostly inhibitors; actives 5.9% (n = 310,000); AID 504832, 2011
#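 Luminescence readout; reporter = integrated firefly luciferase in P. falciparum. RBC culture at 2% hematocrit, 0.1% parasitemia final, 37 C/5% CO2; decreased signal taken as growth inhibition.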
# Starred values were filed as active, the others as inactive; ? = inconclusive; . = not tested or not shown; [ ] = dose if it differs, or a comment. The call rests on the fitted dose curve; in most records, active means well fitted curve in the direction sought with a large enough effect; inconclusive means small, poorly fitted or top-dose-only effect, or another doubt; inactive means no such curve, though single readings can be large; an effect the other way counts as inactive or inconclusive. On the % scale 0 is the no-effect control and ±100 the full control effect; potency means the concentration at half of the fitted maximal effect.
compound	LmPK inhibitor	HCV inhibitor	Tb PYK inh	Sm TGR inh	Pf growth 96h	Pf growth 48h
CCOC(=O)C1(CCCc2ccccc2)CCN(C(=O)c2cnn(CC)c2)CC1	9%	-28%	4%	-8%	?	9%
COc1cc(C#Cc2c(-c3ccccc3)n(C)c3ccccc23)cc(OC)c1	-1%	-28%[8.37 µM]	-5%	7.9µM*	12µM*	?
CCCN(C(=O)Cc1c(C(=O)O)n(C)c2ccccc12)c1cccc(C)c1	4%	26%	0%	-9%	-9%	0%
O=C(CC1SCCNC1=O)Nc1cccc(C(F)(F)F)c1 (centres undefined)	2%	25%	0%	-3%	4%[5.75 µM]	22%
O=C(OCC(=O)C12CC3CC(CC(C3)C1)C2)c1cccnc1Cl	1%	34%[activator]	3%	5%	59%[activator]	19%
Cc1cc(NN)nc(NS(=O)(=O)c2ccccc2Cl)n1	1%	10%	3%	6%	-19%	8%
COc1ccc2c(C)cc(=O)oc2c1C	18%	-9%	1%	2%[11.4 µM]	5.9µM*	.
CCc1cccc(CC)c1-n1c(SCn2nnc3ccccc3c2=O)nnc1-c1cccnc1	-2%	-14%	-11%	-11%	4.1µM*	.
CCc1cccc(C)c1N(C(=O)Cn1c(CO)nc2ccccc21)C(C)COC (centres undefined)	-1%	12%	2%	-1%	1%	?
CCc1ccc(OCC(=O)NNC(=O)c2nn(CC)c(=O)c3ccccc23)cc1	3%	14%	2%	7%	11%	0%
Cc1ccc(S(=O)(=O)Nc2ccc3[nH]c(=O)[nH]c3c2)c(C)c1	2%	?	0%	.	?	8%
COc1ccc(C(=O)/C=C/Nc2cccc(O)c2)cc1	25µM*	17%	.	-9%	.	166%[activator]
COc1ccccc1C(=O)Nc1ccc(OCC(=O)N2CCCCC2)cc1	.	9%	0%	-12%	-28%	34%[activator]
CN(CC1COc2ccccc2O1)C(=O)c1cc(COc2c(F)cccc2F)on1 (centres undefined)	-2%	-4%	-2%	-15%	?	9%
COc1ccc(-c2n[nH]c(=S)n2-c2ccccc2C)cc1	28µM*	-4%	?	1%	-17%	-5%
O=S(=O)(c1ccc(S(=O)(=O)n2cnc3ccccc32)cc1)N1CCCCCC1	1%	25%	4%	8%	14%	21%
Cc1ccc(N2CC(C(=O)Nc3ccc(S(=O)(=O)N4CCOCC4)cc3)CC2=O)cc1Cl (centres undefined)	.	10%	-2%	-8%	43%[activator]	?
O=C(Nc1nnc(Cc2ccccc2)s1)C1CCC1	0%	1%	0%	?	1.7µM*	?
COc1ccc(N2CCN(C(=O)CNC(=O)c3cccc(Br)c3)CC2)cc1	-1%	-15%	6%	-7%	21%	-1%
COc1ccc(CN2CCN(C(=O)CCC(=O)Nc3nnc(C(C)C)s3)CC2)cc1F	-4%	?	-2%	-13%	?	-2%
CC(=O)Nc1cc(C(=O)N2CCN(C)CC2)ccc1S(=O)(=O)c1ccc(C)cc1	13%	12%	-2%	3%	-26%	.
O=C(Nc1nccs1)c1ccc(-c2ccc(Cl)cc2)o1	-4%	?	-9%	.	1%	?
Cc1ccccc1S(=O)(=O)Cc1ccc(C(=O)NCCN(C)Cc2ccccc2)o1	-4%	0%	-1%	?	66%[activator]	-10%
CCOC(=O)c1cnc(-c2ccccc2)[nH]c1=O	-1%	3%	1%	7%	297%[activator]	9%
O=C1C=C(c2ccc(Cl)c(C(F)(F)F)c2)C[C@@H](c2ccc3c(c2)OCO3)C1	.	?	3%	-1%	-1%	?
CC1(C)CC(=O)C(C(=S)Nc2ccc(F)cc2)=C(NCCN2CCOCC2)C1	1%	17%	-8%	11%	?	8%
CC(C)NC(=O)c1ccccc1NS(=O)(=O)c1ccc(Br)s1	2%	?	-6%	-1%	1%	-27%
N/C(=N\OC(=O)c1ccc(F)cc1)c1ccccc1	7.9µM*	2%	?	9%	10µM*	34%[activator]
Cn1c(=O)cc(SCC(=O)N2CCOCC2)c2ccc(Cl)cc21	-1%	?	-1%	3%	106%[activator]	-9%
C=CCNC(=S)NNC(=O)C(CCCC)CC(O)COCC(C)C (centres undefined)	3%	7%	-5%	2%	17%	41%[activator]

# Ordered by formula weight (highest first): part of the list above
compound	LmPK inhibitor	HCV inhibitor	Tb PYK inh	Sm TGR inh	Pf growth 96h	Pf growth 48h
Cc1ccccc1S(=O)(=O)Cc1ccc(C(=O)NCCN(C)Cc2ccccc2)o1	-4%	0%	-1%	?	66%[activator]	-10%
O=S(=O)(c1ccc(S(=O)(=O)n2cnc3ccccc32)cc1)N1CCCCCC1	1%	25%	4%	8%	14%	21%
COc1cc(C#Cc2c(-c3ccccc3)n(C)c3ccccc23)cc(OC)c1	-1%	-28%[8.37 µM]	-5%	7.9µM*	12µM*	?
Cc1ccc(S(=O)(=O)Nc2ccc3[nH]c(=O)[nH]c3c2)c(C)c1	2%	?	0%	.	?	8%
O=C(Nc1nccs1)c1ccc(-c2ccc(Cl)cc2)o1	-4%	?	-9%	.	1%	?
COc1ccc(C(=O)/C=C/Nc2cccc(O)c2)cc1	25µM*	17%	.	-9%	.	166%[activator]

# Profiles as entered above. Values in the order: LmPK inhibitor | HCV inhibitor | Tb PYK inh | Sm TGR inh | Pf growth 96h | Pf growth 48h
# O=S(=O)(c1ccc(S(=O)(=O)n2cnc3ccccc32)cc1)N1CCCCCC1 across the screens: 1% | 25% | 4% | 8% | 14% | 21%
# O=C1C=C(c2ccc(Cl)c(C(F)(F)F)c2)C[C@@H](c2ccc3c(c2)OCO3)C1 across the screens: . | ? | 3% | -1% | -1% | ?

# (next part)
compound	LmPK inhibitor	HCV inhibitor	Tb PYK inh	Sm TGR inh	Pf growth 96h	Pf growth 48h
O=C(N/N=C/c1cccnc1)c1cccc(N2CCCC2=O)c1	3%	1%	-5%	10%	40%[activator]	25%
O=C(/C=C/c1ccc(Cl)cc1Cl)c1nc2ccccc2[nH]1	1%	18%	-5%	-17%	37%[activator]	?
COc1ccccc1N(CC(=O)NC1CCCC1)C(=O)c1oc(C(C)(C)C)cc1C	-1%	-24%	3%	.	20%	?
COc1ccccc1OCCn1c(=O)sc2ccccc21	1%	0%	2%	-4%	57%[activator]	-2%
O=S(=O)(c1cccc(C(F)(F)F)c1)N1CCC(O)(c2cccnc2)CC1	0%	8%	0%	6%	37%[activator]	5%
CC1C=CCC2C(=O)N(c3ccccc3OC(=O)c3ccco3)C(=O)C12 (centres undefined)	-6%	7%	-9%	0%[57.1 µM]	-9%	40%[activator]
Cc1onc(-c2ccccc2Cl)c1C(=O)Nc1ccc(S(=O)(=O)NCC2CCCO2)cc1 (centres undefined)	7%	-1%	-1%	-4%	4%	?
O=C(NNc1nc(Nc2ccccc2)nc(N2CCOCC2)n1)Nc1ccc(Cl)cc1	-5%	-21%	4%	7%	178%[activator]	10µM*
C=CCn1c(=O)c(C(=O)Nc2cc(C)ccn2)c(O)c2ccccc21	0%	?	3%	3%	?	18%
O=C(NC1CCCC1)c1cccc(S(=O)(=O)N2CCCCC2)c1	-2%	-3%	-8%	6%	?	0%
O=C1CCC(=O)N1c1ccc(S(=O)(=O)Nc2cccc([N+](=O)[O-])c2)cc1	1%	11%	-9%	0%	?	1%
COc1cccc(C(C(=O)NC2CCCC2)N(CC2CCCO2)C(=O)Cc2cccs2)c1 (centres undefined)	0%	-5%	-13%	0%	10%	?
CSCCC(NC(=O)c1ccccc1)C(=O)Nc1ccc(NC(C)=O)cc1 (centres undefined)	0%	9%	.	1%	61%[activator]	13%
CC(C)(C)NC(=O)CN(CCc1ccccc1)C(=O)c1csnn1	5%	-13%	5%	-9%[57.1 µM]	?	-2%
CCC(C)NC(=O)c1cn(CC)c2ccc(S(=O)(=O)N3CCCCCC3)cc2c1=O (centres undefined)	0%	-3%	0%	-17%	13µM*	?
C=CCNC(=O)c1ccc(C(=O)c2ccccc2)cc1	0%	-3%	14%	-9%	36%	45%[activator]
CCO/N=C/C(=O)Nc1ccc(F)cc1F	-1%	21%	4%	7%	52%[activator]	62%[activator]
Cc1ccc(C)c(N2CCN(C(=O)CCc3nc4ccccc4[nH]3)CC2)c1	-2%	4%[8.37 µM]	-1%	-17%	-17%	-14%
CCCCNC(=O)c1onc(CSc2cccc(Cl)c2)c1C(=O)O	0%	16%	0%	-19%	70%[activator]	38%[activator]
COc1ccc(C(CNC(=O)c2cccc(NS(=O)(=O)c3ccc(C)c(F)c3)c2)N(C)C)cc1 (centres undefined)	.	?	-3%	-21%	12µM*	?
O=C(Nc1ccc2c(c1)OCCO2)c1ccc(NC(=O)C2CCCO2)cc1 (centres undefined)	-3%	-1%	9%	-14%	-6%	78%[activator]
O=C(CCNc1n[nH]c(=O)[nH]c1=O)N/N=C\c1ccc(Br)cc1	-5%	-2%	-5%	10%	-1%	-11%
Cc1nnc(SCC(=O)Nc2cccc(S(=O)(=O)N3CCCCC3)c2)s1	.	1%	-2%	0%	?	-9%
C/C(=N\NC(=O)c1cccc(N2CCCC2=O)c1)c1ccc(N)cc1	-1%	0%	5%	-1%	?	4%
COC(=O)c1cc(=O)nc2scc(C)n12	-1%	-1%	0%	3%	17%	27%
Cc1nn(-c2ccc(C(=O)OC(C)C)cc2)c(C)c1[N+](=O)[O-]	6%	-6%	1%	-1%	12%	105%[activator]
Nc1nc(CN2CCCCCC2)nc(Nc2ccccc2)n1	3%	-1%	-2%	8%	?	4%
CN(CC(=O)Nc1ccc(F)c(F)c1F)C(=O)CN1C(=O)NC2(CCCC2)C1=O	.	5%	-7%	1%	24%	-23%
CCCCCn1c(Sc2ccccc2)nc2c1c(=O)[nH]c(=O)n2C	-1%	-6%	-2%	-6%	0%	-6%
CCOc1ccc2nc(N3CCCCCC3)sc2c1	-5%	-8%	-9%	-8%	?	211%[activator]
O=C(Nc1cc(S(=O)(=O)N2CCOCC2)ccc1N1CCCCC1)c1ccc(Cl)cc1	.	?	-24%	7%	8.3µM*	13µM*
CN(Cc1cn(C)nc1-c1ccccc1F)CC1CCN(Cc2ccccc2)CC1	-2%	?	8%	?	-2%	?
O=C1c2ccccc2C(=O)N1CC(=O)N1c2ccccc2CCc2ccccc21	3%	20%	2%	12%	?	?
COc1ccc(/C=N/NC(=O)CCC(=O)Nc2ccc(F)cc2)c(OC)c1	0%	4%	2%	-11%	0%	-1%
CC(C)(C)C(=O)NNC(=O)c1cc(C(C)(C)C)nn1Cc1ccccc1	2%	8%	-1%	9%	-14%	-11%
COCCN(C(=O)c1cc2c(s1)CCCCC2)c1c(N)n(CC(C)C)c(=O)[nH]c1=O	.	-8%	-7%	-5%	-22%	-20%
Cc1ccc(-c2nnn(CC(=O)N(c3ccc(F)cc3)C(C(=O)NC3CCCC3)c3ccco3)n2)o1 (centres undefined)	-1%	?	1%	0%	-18%	13%
COc1cc2c(cc1OC)CN(C(=O)CSc1nc3[nH]ncc3c(=O)n1-c1ccccc1)CC2	5%	11µM*	-5%	3%	6%	?
COc1cc(C(=O)OCCc2c(C)nc3nc[nH]n3c2=O)cc(OC)c1OC	-2%	-10%	-4%	4%	?	-22%
C=CCNCCOc1ccc(C)cc1[N+](=O)[O-]	-7%	16%	4%	-18%	-38%	1%
CCOC(=O)c1ccc(Nc2nc(N3CCOCC3)nc(N3CCOCC3)n2)cc1	-1%	?	4%	-4%	?	?
O=C(COC(=O)CCSc1ccccc1Cl)Nc1ccc(F)cc1F	1%	13%	-8%	8%	10%	16%
